Compound activity as filed in PubChem BioAssay.
GC-B act: GC-B (human) receptor activation. 370,000 compounds, 0.11% hits. P20594. HEK293-GC-B cells, CNP EC30, cGMP TR-FRET; 0% at EC30 CNP, 100% saturating CNP. activation, % at 10 µM;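 active = activation at 10 µM reaching about 35% in either raw or pattern-adjusted values, limit read from the data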
Tn6 DDE FP: inhibitors of Tn6 peptide binding to human fibrin DD(E); P02675; Fibrin DD(E) TRITC-Tn6 fluorescence polarization displacement; inhibition, % at 8.3 µM; 370,000 compounds, 0.21% hits;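 active = inhibition above a per-campaign cutoff: mean of compounds within control limits plus 3 SD, cut at about 15% in these data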;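 also: 0% = median of all compound wells on the plate and 100% = blocking peptide control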
GAA850 FXN act: frataxin GAA850 promoter activation; HEK293 lucGAA850 FXN promoter luciferase reporter, 24 h; percent of 10 µM SAHA response; activation, % at 6 µM; 360,000 compounds, 0.56% hits; AID 540364;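 active = activation above the average of all compounds screened plus 3 SD, cutoff fixed separately per campaign, cut at about 7.5% in these data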;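 also: 0% = DMSO wells and 100% = 10 µM SAHA wells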
NPR1 activator: GC-A (human) enzyme activation. AID 1671463. HEK293 GC-A cells, cGMP TR-FRET, EC30 ANP; 0% at EC30 ANP, 100% saturating ANP. P16066. 370,000 compounds, 0.14% hits. activation, % at 10 µM; in the data active = activation above about 40%
HGIII-sPLA2 inh: Blocks human group III sPLA2 activity | Q9NZ20 | QFRET BODIPY PC-A2 liposome hydrolysis, fluorescence | inhibition, % at 12.2 µM | 370,000 compounds, 0.56% hits;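 active = inhibition above mean plus 3 SD of compounds lying within the high and low control bounds, cut at about 19% in these data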;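 also: 0% = median of test compound wells and 100% = no enzyme DMSO wells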
Target sequence (Q9NZ20 whole entry, looked up): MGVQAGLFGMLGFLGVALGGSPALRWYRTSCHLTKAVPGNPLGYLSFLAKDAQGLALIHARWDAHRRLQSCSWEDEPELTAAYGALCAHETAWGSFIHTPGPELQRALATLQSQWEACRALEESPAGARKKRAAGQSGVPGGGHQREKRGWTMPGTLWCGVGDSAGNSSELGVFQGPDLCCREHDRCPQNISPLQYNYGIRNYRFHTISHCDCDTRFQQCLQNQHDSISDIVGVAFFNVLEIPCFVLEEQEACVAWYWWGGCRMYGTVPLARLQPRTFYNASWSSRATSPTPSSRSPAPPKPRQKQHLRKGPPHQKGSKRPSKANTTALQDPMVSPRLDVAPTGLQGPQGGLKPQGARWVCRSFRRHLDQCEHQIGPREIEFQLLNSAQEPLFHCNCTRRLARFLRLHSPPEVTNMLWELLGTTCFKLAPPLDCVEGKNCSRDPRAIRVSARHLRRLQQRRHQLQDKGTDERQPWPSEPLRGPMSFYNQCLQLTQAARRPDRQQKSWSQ
ADAM10 inh: ADAM10 inhibition, QFRET primary screen; recombinant ADAM10, EDANS/DABCYL FRET peptide cleavage, 3 h; 370,000 compounds, 0.62% hits; O14672; inhibition, % at 7 µM;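 active = inhibition above a per-campaign cutoff equal to the mean of compounds falling between control-based bounds plus 3 SD, cut at about 20% in these data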;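 also: 0% = DMSO wells while the 100% control is not disclosed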
Target sequence (O14672 214-748 limits assumed): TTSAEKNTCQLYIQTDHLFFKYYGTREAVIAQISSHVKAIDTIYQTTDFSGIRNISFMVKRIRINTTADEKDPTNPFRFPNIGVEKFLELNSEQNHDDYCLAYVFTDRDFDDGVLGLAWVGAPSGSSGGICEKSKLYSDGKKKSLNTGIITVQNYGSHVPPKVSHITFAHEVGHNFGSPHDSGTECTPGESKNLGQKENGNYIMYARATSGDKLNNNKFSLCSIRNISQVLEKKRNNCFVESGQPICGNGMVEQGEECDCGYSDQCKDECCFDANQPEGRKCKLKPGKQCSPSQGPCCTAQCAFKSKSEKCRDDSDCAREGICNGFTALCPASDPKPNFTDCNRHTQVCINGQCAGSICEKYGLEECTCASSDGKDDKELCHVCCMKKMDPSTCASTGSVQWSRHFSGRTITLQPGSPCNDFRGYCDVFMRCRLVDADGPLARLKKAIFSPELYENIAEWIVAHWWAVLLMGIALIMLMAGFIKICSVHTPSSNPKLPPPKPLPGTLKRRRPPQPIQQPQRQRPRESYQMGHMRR
rCAG RNA binder: r(CAG) repeat RNA binding. 370,000 compounds, 1.3% hits. TO-PRO-1 dye displacement fluorescence. inhibition, % at 3 µM. AID 651821;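 active = inhibition above the plate cutoff, the mean of all test compounds on that plate plus 3 SD, cut at about 35% in these data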;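 also: 0% = DMSO alone and 100% = 100 µM mitoxantrone as full dye displacement; higher means more dye released from RNA so lower well fluorescence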
ARFGAP1 inhibitor: rat ARFGAP1 inhibition. Q62848. Arfgap1-stimulated ARF1 GTP hydrolysis, GDP FP detection. inhibition, % at 16.5 µM. 360,000 compounds, 0.26% hits. AID 651572;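 active = inhibition above a per-plate limit, mean inhibition of low control wells plus 3 SD, cut at about 25% in these data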;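 also: 0% = DMSO wells with enzyme and 100% = wells lacking Arfgap1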
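system = rat Arfgap1 catalytic domain, aa 1-136 | technique = FP, GDP Alexa 633 tracer displaced from anti-GDP antibody, 620/688 nm | compound = one concentration, 16.5 µM, DMSO 1.26% | medium = HEPES-based buffer, pH 7.5 | timing = compound-enzyme preincubation 20 min, reaction 120 min, detection 60 min, 25 °C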
ASAP1 GAP inh: ASAP1 ArfGAP inhibition; ASAP1-stimulated ARF1 GTP hydrolysis, GDP FP detection; inhibition, % at 16.5 µM; 360,000 compounds, 0.19% hits; AID 624377; in the data active = inhibition above about 25%;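 also: 0% = vehicle with enzyme and substrate and 100% = no enzyme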
proKLK7 act: proKLK7 (human) activation, primary screen; purified proKLK7, EDANS-DABCYL substrate fluorescence; 100% is mature enzyme control, 0% vehicle; activation, % at 7 µM; 370,000 compounds, 0.9% hits; AID 652039;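 active = activation above the mean of all tested compounds plus 3 SD, computed per campaign excluding outliers beyond control limits, cut at about 13% in these data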
An asterisk follows results filed as active.

SMILES	GC-B act	Tn6 DDE FP	GAA850 FXN act	NPR1 activator	HGIII-sPLA2 inh	ADAM10 inh	rCAG RNA binder	ARFGAP1 inhibitor	ASAP1 GAP inh	proKLK7 act
Cc1ccc(CONC(=O)c2ccc(Cl)cc2)cc1	5	10	0.3	-1	-23	-3	2	1	-23	-0.4
COC(=O)CCN(C(=O)c1cc([N+](=O)[O-])cc([N+](=O)[O-])c1)c1ccccn1	1	4	0.3	4	-3	3	3	-3	23	1.0
O=C(Nc1cc2cccc([N+](=O)[O-])c2oc1=O)c1cccs1	-2	-2	1.4	0	5	3	3	7	7	-0.8
CN(C)c1cc(-c2cccc([N+](=O)[O-])c2)oc(=O)c1Cl	4	0	0.3	-2	5	-6	0	5	-10	0.1
COCCN1Cc2cccc(C(=O)Nc3cc(C)cc(C)c3)c2C1=O	-6	-3	1.6	-2	-4	3	3	13	4	-36
O=C(NCCCN1CCN(CCCNC(=O)c2ccc3c(c2)OCO3)CC1)c1ccc2c(c1)OCO2	3	-1	3.2	1	-1	-7	-7	5	-11	0.7
Cc1cc(C)c(NC(=O)CSc2nnc(-c3ccco3)n2N)c(C)c1	5	5	1.4	-4	3	-2	-3	0	-3	-0.5
c1ccc2c(c1)[nH]c1c3ccccc3sc21	-4	8	0.4	1	-16	7	15	12	1	-0.8
COc1ccc(C)cc1S(=O)(=O)NCc1cccs1	-3	6	0.1	0	4	9	2	2	1	-1.2
CCOC(=O)c1cccc(NC(=O)CCn2c(=O)oc3ccccc32)c1	-7	-4	1.4	-10	-2	9	-1	4	-3	-0.7
C[C@@H]1CN([C@H](C)CO)C(=O)c2cc(NC(=O)Nc3ccc(C(F)(F)F)cc3)ccc2O[C@H]1CN(C)Cc1ccc(Cl)c(Cl)c1	-2	-2	1.7	3	0	2	7	12	23	-0.3
CC1CCN(Cc2c(O)ccc3c(=O)c(-c4nc5ccccc5s4)c(N)oc23)CC1	-6	-8	1.9	8	-21	-97	18	4	-1	-0.9
CC(=O)c1c(C)[nH]c(C(=O)OCC(=O)NCCC2=CCCCC2)c1C	-4	-3	-1.1	-2	3	-4	-8	5	-10	-0.3
N/C(=N\OC(=O)Cc1ccccc1)c1ccncc1	-1	-4	1.2	1	3	-3	0	7	-4	-0.2
O=C1NC(Cc2ccc(O)cc2)c2nc3ccc(F)cc3c(=O)n2-c2cc(Cl)ccc21 (stereo not drawn)	9	-3	-0.9	-7	-13	-3	6	2	-7	-0.4
CCOc1ccc2nc(N3CCC(C(=O)Nc4nnc(CC)s4)CC3)sc2c1	2	-1	3.5	-5	-5	1	2	11	2	0.8
CCOC(=O)Cc1csc(NC(=O)c2cc(-c3ccncc3)nc3ccccc23)n1	2	-2	-0.8	2	-14	8	4	-1	2	1.1
COc1ccc(-c2csc(NC(=O)CCS(=O)(=O)c3ccccc3)n2)c(OC)c1	-3	1	3.7	7	-20	10	8	7	5	0.4
CSc1nccc(-c2cc(Cl)sc2Cl)n1	0	4	0.4	-2	-1	-3	1	-3	-11	-0.5
COc1ccc(CNC(=O)c2ccc(CS(=O)Cc3ccc(Cl)cc3)o2)cc1 (stereo not drawn)	1	0	0.3	0	1	4	-1	4	-6	1.0
CCOc1ccc(N2C(=O)C(=O)/C(=C(/O)c3ccccc3)C2c2ccccc2[N+](=O)[O-])cc1 (stereo not drawn)	-7	2	1.7	1	-11	-4	28	-7	1	-3.5
N/C(=N\OC(=O)COc1ccc(Br)cc1Cl)c1cccnc1	-1	10	4.3	15	-2	-8	-4	4	13	-0.1
COc1cc(C(=O)Nc2ccc(S(=O)(=O)Nc3nccc(C)n3)cc2)c([N+](=O)[O-])cc1OC	3	1	-0.4	3	1	6	7	-12	-10	-0.6
COc1ccc(N2C(=O)CC(c3cc(OC)c(OC)c(OC)c3)CC2=O)cc1	0	-7	-0.8	1	2	1	-6	-1	-3	-0.5
COc1ccc(C2(CNC(=O)/C=C\c3ccco3)CCCC2)cc1OC	6	6	-1.9	-4	-3	-2	1	1	-22	-0.1
Cc1ccc(S(=O)(=O)C2(C(=O)N3CCN(C4CCCCC4)CC3)CC2)cc1	4	-2	1.6	4	-3	-1	0	5	0	-0.2
Cc1n[nH]c(C)c1CCCCOc1ccccc1	5	1	-0.4	4	-5	-3	-2	14	-4	-0.4
COc1ccccc1N1CCN(C(=O)C(=O)N/N=C/c2ccccc2F)CC1	-10	8	-1.0	-14	-14	2	-3	-3	1	-0.5
Cc1ccc(Cc2cnc(N3C(=N)SC(c4ccccc4)C3=O)s2)cc1 (stereo not drawn)	2	3	2.8	-8	8	9	64*	-3	-9	-0.2
Cc1ccc(NC(=O)CCC(=O)NNC(=O)Nc2cccc(Cl)c2)c(C)c1	-5	2	1.3	0	-14	11	0	24	2	-0.1
COc1ccc(/C=N\NC(=O)c2ccccc2Br)cc1COc1c(F)c(F)cc(F)c1F	-1	-8	0.7	0	-20	13	5	-11	5	-0.1
CC(C)N=c1scc(-c2cccs2)n1/N=C/c1ccc(O)c(O)c1O	-4	-1	9.0*	1	38*	8	46*	2	12	-0.1
Cc1nn2c(-n3ccnc3C)c3c(nc2c1-c1ccccc1)CCC3	-7	-4	0.9	1	-1	-1	-7	3	4	0.4
O=C(COC(=O)c1cc(=O)[nH]c2ccccc12)NCCc1ccccc1	1	-4	1.4	2	-6	-121	0	-1	-8	-44
Cc1cc(C)nc(NNC2=CC(=[N+]3CCCC3)CCC2)n1	3	-2	0.1	0	2	-8	1	-1	-5	0.4
O=C1c2cccnc2C(=O)N1Cc1ccc(Cl)cc1	1	4	0.1	-3	7	-6	-2	-4	6	0.5
Fc1ccccc1-c1nc(NCc2ccccc2)c2ccccc2n1	9	2	2.3	12	-12	3	-1	3	1	0.1
Cc1onc(-c2ccccc2)c1C(=O)Nc1nnc(CC(C)C)s1	2	-3	-0.3	1	-3	6	-2	1	-3	0.2
O=C(COC(=O)c1cccnc1Cl)c1ccc2c(c1)OCCO2	-4	0	2.8	-2	1	2	0	-7	1	0.8
CCOc1ccccc1CNS(=O)(=O)c1cc(-c2cc(C)no2)ccc1C	-4	-4	-0.6	-9	-11	3	3	10	-10	-0.2

Arranged by length of the SMILES (rising): some entries from above.
SMILES	GC-B act	Tn6 DDE FP	GAA850 FXN act	NPR1 activator	HGIII-sPLA2 inh	ADAM10 inh	rCAG RNA binder	ARFGAP1 inhibitor	ASAP1 GAP inh	proKLK7 act
N/C(=N\OC(=O)COc1ccc(Br)cc1Cl)c1cccnc1	-1	10	4.3	15	-2	-8	-4	4	13	-0.1
Cc1ccc(NC(=O)CCC(=O)NNC(=O)Nc2cccc(Cl)c2)c(C)c1	-5	2	1.3	0	-14	11	0	24	2	-0.1
COc1ccc(/C=N\NC(=O)c2ccccc2Br)cc1COc1c(F)c(F)cc(F)c1F	-1	-8	0.7	0	-20	13	5	-11	5	-0.1
CCOc1ccc(N2C(=O)C(=O)/C(=C(/O)c3ccccc3)C2c2ccccc2[N+](=O)[O-])cc1 (stereo not drawn)	-7	2	1.7	1	-11	-4	28	-7	1	-3.5

Other results follow:
SMILES	GC-B act	Tn6 DDE FP	GAA850 FXN act	NPR1 activator	HGIII-sPLA2 inh	ADAM10 inh	rCAG RNA binder	ARFGAP1 inhibitor	ASAP1 GAP inh	proKLK7 act
CN(Cc1ccccc1)CC(O)COc1ccc(CNCCCOc2cccnc2)cc1 (stereo not drawn)	-3	-4	0.2	0	-14	2	-9	2	-2	0.5
Cc1ccc(C2(c3ccc(C)cc3)CC2C(=O)Nc2ccc([N+](=O)[O-])cc2O)cc1 (stereo not drawn)	-1	-13	-12	11	-6	42*	66*	-6	3	-0.2
C/C=C/c1ccc(OCCOc2cc(C=O)ccc2OC)c(OC)c1	6	1	3.2	-3	-1	7	0	7	-11	0.1
COC(=O)c1c(C(=O)OC)c2n(c1C)CCC2	-5	0	0.1	4	5	-6	-1	-4	-12	-0.2
Cc1ccc(/C=C2\SC(=S)N(c3c(C)n(C)n(-c4ccccc4)c3=O)C2=O)cc1	8	5	0.3	-2	12	2	-2	-6	6	0.3
CCOc1ccc(C(=O)N2CCSC2=S)cc1	3	-2	1.7	3	4	12	1	-2	4	-0.1
Nc1ncc2c(n1)CCN(c1ccc([N+](=O)[O-])cc1)C2	-3	-5	2.5	-1	7	-6	3	10	5	-0.2
O=C(O)c1ccc(/C=N/NC(=O)C(O)(c2ccccc2)c2ccccc2)cc1	9	-5	2.4	3	7	-2	4	10	3	0.0
Cc1ccc(CN2CCN(C(=O)c3cccc4ccccc34)CC2)cc1	8	-2	0.1	-2	-6	0	-4	-12	-4	0.1
Cc1ccc(C(=O)CSc2nnc(C3CC3)n2C2CC2)s1	-4	2	2.4	1	5	-23	2	3	4	-0.2
COc1ccc(N2CCN(C(=O)c3cc(-c4ccc(F)cc4)[nH]c3C)CC2)cc1	2	1	2.9	-3	-25	13	3	-4	7	0.0
CCCCCC(=O)Nc1ccc(-c2csc(C)n2)cc1	2	-1	2.7	-5	-5	3	1	0	6	-0.2
Cc1ccc(C(=O)NCN2CCN(c3ccc(F)cc3)CC2)cc1	-1	-3	-0.2	1	0	-3	0	-5	9	-0.2
COC(=O)C1C2CC3c4[nH]c5cc(OC)ccc5c4CCN3CC2CC(OC(=O)CC(C)=O)C1OC (stereo not drawn)	-7	-9	0.0	1	-14	-89	11	4	4	5.2
CN(C)CCCn1c2c(c(SCC(=O)Nc3ccc4c(c3)OCCO4)nc1=O)CCC2	4	4	-0.4	0	4	2	-2	0	-15	-0.1

Quoted at random: 3 compounds from above.
SMILES	GC-B act	Tn6 DDE FP	GAA850 FXN act	NPR1 activator	HGIII-sPLA2 inh	ADAM10 inh	rCAG RNA binder	ARFGAP1 inhibitor	ASAP1 GAP inh	proKLK7 act
CN(C)CCCn1c2c(c(SCC(=O)Nc3ccc4c(c3)OCCO4)nc1=O)CCC2	4	4	-0.4	0	4	2	-2	0	-15	-0.1
Nc1ncc2c(n1)CCN(c1ccc([N+](=O)[O-])cc1)C2	-3	-5	2.5	-1	7	-6	3	10	5	-0.2
Cc1ccc(/C=C2\SC(=S)N(c3c(C)n(C)n(-c4ccccc4)c3=O)C2=O)cc1	8	5	0.3	-2	12	2	-2	-6	6	0.3
